# Assay outcomes: PubChem BioAssay, National Center for Advancing Translational Sciences (NCATS)
# PI5P4K alpha inh = blocks human PI5P4K alpha kinase activity. P48426. PI5P4Kalpha enzyme, ADP-Glo luminescence, 60 min; stronger effect = lower value. max response, %. 330,000 tested, 1.2% active. AID 652105; active = max response of -50% or lower; inconclusive = between -30% and -50%; inactive = -30% or higher; also: value at the top dose of about 77 µM; % is scaled to controls: 0 for no effect and ±100 for the full control effect
# Target sequence (P48426 whole entry, looked up): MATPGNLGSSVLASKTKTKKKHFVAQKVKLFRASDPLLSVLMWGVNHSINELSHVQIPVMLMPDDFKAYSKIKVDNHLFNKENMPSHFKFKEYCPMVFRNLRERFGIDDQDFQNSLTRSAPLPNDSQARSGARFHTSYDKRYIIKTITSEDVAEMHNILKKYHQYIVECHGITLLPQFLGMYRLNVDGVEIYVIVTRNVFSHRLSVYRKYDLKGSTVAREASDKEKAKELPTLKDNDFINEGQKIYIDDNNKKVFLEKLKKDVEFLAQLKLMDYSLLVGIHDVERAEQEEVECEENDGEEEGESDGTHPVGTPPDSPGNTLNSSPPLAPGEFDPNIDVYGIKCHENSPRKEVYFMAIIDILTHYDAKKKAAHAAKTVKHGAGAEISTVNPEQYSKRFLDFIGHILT
#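 ADP-Glo luminescence end-point after a 60 min room-temperature kinase reaction. PI5P4Kalpha and substrate in HEPES pH 7.4 buffer with EGTA, 0.1% CHAPS and 5% DMSO; ATP at 5 microM final.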
# WRN inhibitor = blocks human WRN helicase | Potency, µM (doses to about 114 µM), without a hit: at the highest dose activity change, negative = inhibition, actives largely listed as inhibitors | 360,000 tested, 0.46% active | AID 651768 | WRN helicase unwinding, fluorescent forked duplex, kinetic; also: potency is read from the fitted curve at half-maximal effect; % is scaled to controls: 0 for no effect and ±100 for the full control effect; nearly all actives have a fitted effect of over 55% in size
#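 Screening of the MLSMR collection measured strand separation of a quenched forked DNA duplex (100 nM) by 20 nM WRN with 2 mM ATP, all final. Compounds were preincubated with enzyme 15 min at room temperature.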
# aSyn yeast inh = rescues yeast growth from alpha-synuclein toxicity; Yeast expressing alpha-synuclein, growth rescue, BacTiter-Glo, 24 h; Potency, µM (highest dose often 46.1 µM), without a hit: top-dose growth rescue (activation), most hits filed as activators; 370,000 tested, 0.14% active; also: potency is read from the fitted curve at half-maximal effect; % of control where 0% means no effect; nearly all actives have a fitted effect of over 65% in size
#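 Screening used galactose-induced yeast with toxic alpha-synuclein levels, exposed to compound for 24 hr at 30 deg C. Cell growth, read with BacTiter-Glo luminescence, gave the measured signal.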
# Abeta yeast res = A-beta toxicity reversal in yeast; 410,000 tested, 0.063% active; Potency, µM (titrated, usually from 46.1 µM), for the others: at the top dose growth rescue, most hits filed as activators; yeast expressing A-beta42, growth rescue, OD600, 48 h; response scale: 0% DMSO, 100% iron-clioquinol control; also: potency is read from the fitted curve at half-maximal effect; nearly all actives have a fitted effect of over 55% in size
#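 Growth rescue measured by 600 nm absorbance after 48 h yeast culture at 30 C with compound. Values normalized between DMSO and an equimolar ferric chloride plus clioquinol control.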
# EPAC1 agonist = activates human EPAC1 exchange factor; O95398; AID 720707; 360,000 tested, 0.073% active; EPAC1 agonist qHTS, biochemical assay; response scale: 100% = response to 6.5 mM cAMP; Potency, µM (top dose mostly 154 µM), for the others: at the highest dose activation, most hits filed as activators; also: potency is read from the fitted curve at half-maximal effect; nearly all actives have a fitted effect of over 60% in size
#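 EPAC1 100 nM, Rap1B–BODIPY-GDP 250 nM, unlabeled GDP 50 uM; compound titration; 5 min RT; kinetic read ex480/em540 at 5-min intervals ×30 min; data normalized to 6.5 mM cAMP agonist control.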
# EPAC1 antagonist = antagonists of human EPAC1. O95398. EPAC1 GEF assay, Rap1b-BODIPY-GDP exchange fluorescence. Potency, µM (doses to about 115 µM), inactives show at the top dose activity change, negative = inhibition, most hits filed as inhibitors. 360,000 tested, 0.14% active;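 also: potency is read from the fitted curve at half-maximal effect; plate controls were vehicle for no effect and positive control for full effect; nearly all actives have a fitted effect of over 50% in size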
# PLK1 PBD block = inhibitors of human PLK1 polo-box domain binding. Plk1 PBD binding of FITC phosphopeptide, fluorescence polarization. 360,000 tested, 2.8% active. Potency, µM, inactives show max response, negative = inhibition, hits mostly inhibitors. P53350; also: potency is read from the fitted curve at half-maximal effect; series mostly up to about 57 µM; % is scaled to controls: 0 for no effect and ±100 for the full control effect; nearly all actives have a fitted effect of over 65% in size
# Target sequence (P53350 whole entry, looked up, the tested form may be a part): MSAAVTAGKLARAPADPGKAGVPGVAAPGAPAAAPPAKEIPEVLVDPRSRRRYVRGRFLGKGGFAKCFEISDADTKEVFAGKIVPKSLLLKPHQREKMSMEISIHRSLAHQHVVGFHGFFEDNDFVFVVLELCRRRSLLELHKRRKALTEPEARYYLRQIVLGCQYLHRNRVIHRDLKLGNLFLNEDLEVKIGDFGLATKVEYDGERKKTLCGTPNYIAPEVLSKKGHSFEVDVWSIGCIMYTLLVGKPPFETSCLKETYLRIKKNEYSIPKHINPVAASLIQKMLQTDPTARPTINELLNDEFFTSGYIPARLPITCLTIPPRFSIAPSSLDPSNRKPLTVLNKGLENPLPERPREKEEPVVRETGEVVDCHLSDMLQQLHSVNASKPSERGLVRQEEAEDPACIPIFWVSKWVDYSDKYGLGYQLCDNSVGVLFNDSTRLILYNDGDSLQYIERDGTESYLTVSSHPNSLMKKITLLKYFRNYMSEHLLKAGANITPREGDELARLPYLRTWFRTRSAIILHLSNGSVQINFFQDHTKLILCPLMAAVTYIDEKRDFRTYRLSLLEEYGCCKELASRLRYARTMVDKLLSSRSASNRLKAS
# FUS yeast rescue = FUS proteinopathy suppression in yeast | S. cerevisiae FUS-expressing, growth rescue, OD600, 24 h | Potency, µM (titrated, usually from 76.6 µM), for the others: at the top dose growth rescue (activation), hits mostly activators | 390,000 tested, 0.24% active | AID 1347120;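 also: potency is read from the fitted curve at half-maximal effect; plate controls were DMSO vehicle for no effect and reference control for full effect; nearly all actives have a fitted effect of over 55% in size; some results filed as inactive show a strong effect at the top dose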
#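 S. cerevisiae expressing FUS from galactose induction served as the toxicity model. Growth after 24hr at 30C, read as absorbance at 600 nm, indicates suppression of toxicity; compounds dosed at several concentrations.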
# IL2 activator = activates IL-2 in a cell-based reporter assay. IL-2 activation reporter assay, cell-based qHTS; stimulated with anti-CD3/CD4/CD28 beads; in transgenic mouse T cells. activation, % (series mostly up to about 46 µM). 360,000 tested, 0.065% active. AID 652025; in the data active = activation above about 50%; inconclusive = mostly about 30% to 49%; also: 0% is about no effect
#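 Screening format: compound pinned onto unstimulated transgenic mouse T cells, 60 min incubation, then anti-CD3/anti-CD4/anti-CD28 bead stimulation for 18 hours at 37 degrees C, followed by EGFP and DsRed detection.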
# Numbers without * were called inactive; ? = inconclusive; / = not tested or not shown; & = joins results of further samples; [ ] = another dose, or the depositor's remark. Unless noted, calls follow the shape of the dose curve; as a rule, active = well fitted curve in the direction sought with a large enough effect; inconclusive = small, poorly fitted or top-dose-only effect, or another doubt; inactive = no such curve, though single readings can be large; an effect the other way counts as inactive or inconclusive.
SMILES,PI5P4K alpha inh,WRN inhibitor,aSyn yeast inh,Abeta yeast res,EPAC1 agonist,EPAC1 antagonist,PLK1 PBD block,FUS yeast rescue,IL2 activator
O=Cc1ccccc1OCCN1CCCC1=O,3,-1%,-4%,-13%,-2%,0%,-21%,2%,-0.4
Cc1ccc(NC(=O)CN(C)CC(=O)Nc2cccc(F)c2)cc1[N+](=O)[O-],-5,-9%,0%,-14%,0%,-10%,-13%,30%,0.4
Cc1ccc(C)c(Cn2nnc3c(=O)[nH]c(C4CCN(S(=O)(=O)c5ccc(S(=O)(=O)NC6CC6)cc5)CC4)nc32)c1,-21,-17%,-5%,-6%,-5%,3%,-7%,?,-2.8
Cc1sc(NC(=S)NC(=O)c2cccs2)nc1-c1ccc(CC(C)C)cc1,/,8%,-1%,3%,2%,11%,4%,7%,1.0
CCCCC(=O)Nc1ccc(NC(=O)c2cnccn2)cn1,-1,-1%,-5%,5%,11%,-2%,-9%,-12%,-0.2
C=CCSc1ncccc1C(=O)NCc1ccc(C)cc1,/,8%,-3%,5%,-1%,4%,-2%,11%,-0.7
COc1ccc(-c2nc3ccccc3s2)cc1,-5,9%,-17%,-32%[inhibitor],-12%,1%,0%,-1%,-3.1
CCc1nnc(NC(=O)CN2CCN(c3cccc(OC)c3)CC2)s1,-3,0%,2%,-1%,4%,1%,-8%,-8%,-2.7
NNC(=O)CNC(=O)CNS(=O)(=O)c1ccccc1,10,2%[57.1 µM],-19%,-19%,-7%,12%,-11%,-10%,0.3
O=C(C(O)c1ccccc1)N1CCN(S(=O)(=O)c2ccc(OC(F)(F)F)cc2)CC1 (stereo unspecified),4,3%,0%,-14%,-7%,-5%,-16%,24%,1.2
O=S(=O)(/N=C(/Nc1cccc2ccccc12)c1ccccc1)c1ccc(F)cc1,2,-3%,-2%,0%,1%,?,-9%,-13%,1.9
O=C1C(Cl)=C(NCCCN2CCOCC2)C(=O)c2ccccc21,-3,5%,-7%,-10%,4%,10%,-18%,15%,0.3
COC(=O)C1=C(C)N(C(C)c2ccccc2)C(=O)/C1=C\c1ccco1 (stereo unspecified),-5,-10%,-9%,13%,2%,-2%,-11%,15%,-0.7
CC(C)(C)CNc1cc(N2CCCC2)ccc1[N+](=O)[O-],/,0%,28%,-3%,8%,-5%,-8%,2%,0.0
Cc1c(C(=O)Nc2ccccc2)sc2ncn(CC(=O)N3CCCCC3)c(=O)c12,-1,2%,-7%,-8%,-2%,-2%,7%,25%,-0.3
CC(C)c1ccc(NC(=O)c2csnn2)cc1,/,4%,-4%,0%,7%,-1%,-8%,15%,0.7
COCCCNc1nc(N)c([N+](=O)[O-])c(NCC2CCCO2)n1 (stereo unspecified),-17,0%,3%,-2%,6%,7%,-1%,19%,0.3
COCCN1C=C2C(=O)C(C)(OC(=O)CCc3ccccc3)C(=O)C=C2C=C1c1ccc(C#N)cc1 (stereo unspecified),-4,12%,-2%,6%,6%,8%,-12%,32%,0.3
CCOC(=O)C1=C(C)N=c2sc(=Cc3cc(Cl)c(OCC(=O)O)c(Cl)c3)c(=O)n2C1c1cccc(OC)c1 (stereo unspecified),-74*,79µM*,-65%[inhibitor],-32%,18%,?,27µM*,?,-0.4
CCOc1ccc(-c2c(C)sc3nc[nH]c(=O)c23)cc1,-11,-19%,8%,-12%,-2%,-9%,-3%,9%,-0.5
CN(Cc1ccccc1F)C(=O)c1sccc1-c1ccccc1,-2,-1%,18%,-3%,-4%,-2%,1%,15%,-2.2
O=c1c2ccccc2nc2ccccn12,-2,-10%,12%,3%,13%,-2%,-15%,0%,1.7
C(C#CCCCCCCCCC[n+]1ccccc1)#CCCCCCCCCC[n+]1ccccc1,?,4%&-16%,-46%&-19%[inhibitor],-88%&-87%[inhibitor],3%&4%,15%&-32%,-24%&-22%,32%&15%&6%,-0.9&-4.5
Cc1coc2cc3oc(=O)c(CCC(=O)NCC(=O)O)c(C)c3cc12,2,-12%,3%,-3%,1%,-19%,0%,-12%,0.0

# Single records, as listed above.
# `COCCN1C=C2C(=O)C(C)(OC(=O)CCc3ccccc3)C(=O)C=C2C=C1c1ccc(C#N)cc1` (stereo unspecified) across the screens: PI5P4K alpha inh = -4; WRN inhibitor = 12%; aSyn yeast inh = -2%; Abeta yeast res = 6%; EPAC1 agonist = 6%; EPAC1 antagonist = 8%; PLK1 PBD block = -12%; FUS yeast rescue = 32%; IL2 activator = 0.3
# `COC(=O)C1=C(C)N(C(C)c2ccccc2)C(=O)/C1=C\c1ccco1` (stereo unspecified) across the screens: PI5P4K alpha inh = -5; WRN inhibitor = -10%; aSyn yeast inh = -9%; Abeta yeast res = 13%; EPAC1 agonist = 2%; EPAC1 antagonist = -2%; PLK1 PBD block = -11%; FUS yeast rescue = 15%; IL2 activator = -0.7

# Next part
SMILES,PI5P4K alpha inh,WRN inhibitor,aSyn yeast inh,Abeta yeast res,EPAC1 agonist,EPAC1 antagonist,PLK1 PBD block,FUS yeast rescue,IL2 activator
Clc1ccc(-c2nnc3n2CCCC3)cc1Cl,/,1%,-1%,-13%,13%,10%,-10%,2%,-0.3
O=C1CSC(c2ccccc2)N1c1nc(-c2ccc(Cl)cc2Cl)cs1 (stereo unspecified),16,-5%,-1%,6%,-6%,-8%,-3%,/,1.1
COc1ccc(CCNC(=O)CSc2ccc(-c3ccco3)nn2)cc1,-8,-16%,0%,2%,8%,8%,-20%,27%,-2.1
O=C(Cn1c(=O)n(CCC(=O)N2CCCCC2)c(=O)c2sccc21)NCc1ccccc1,0,7%,5%,-4%,-2%,-16%,-22%,-9%,-2.7
O=C(NCC1CCCO1)c1c(O)c2cccc3c2n(c1=O)CCC3 (stereo unspecified),-3,5%,5%,1%,-5%,-1%,-1%,-13%,0.5
Cc1c(C(=O)NCc2ccc(C(C)C)cc2)sc(=O)n1Cc1cccc(F)c1,-4,-6%,0%,0%,-9%,-4%,1%,-21%,0.3
O=S(=O)(NC1=NCCC1)c1cccc(NC(=S)NCCc2ccccc2)c1,4,0%,-3%,-4%,-4%,-22%,?,29%,0.6
Cc1ccc(SCc2nc3ccccc3n2CC(=O)Nc2c(C)cccc2C)cc1,/,-8%,-4%,-3%,-14%,2%,1%,?,-4.5
Cc1ccc(C)c(/C(O)=C2\C(=O)C(=O)N(CCCN3CCOCC3)C2c2cccnc2)c1 (stereo unspecified),1,-27%,2%,-6%,7%,2%,-9%,/,-4.0
COc1cc(/C=C2\SC(=O)N(CCNC(=O)c3sc4cc(F)ccc4c3Cl)C2=O)cc(OC)c1OC,6,-5%,0%,-1%,1%,-10%,4%,14%,0.4
COc1ccc(N2C(=O)CC(Sc3nc(C)cc(C)c3C#N)C2=O)cc1 (stereo unspecified),/,-7%,0%,25%,1%,5%,-8%,7%,1.5
COc1ccc(OC)c(Nc2c3c(nc4ccccc24)CCC3)c1,0,0%,-2%,-5%&6%,-1%,-2%,-4%,27%&-6%,-3.5
Cc1cc2oc(=O)sc2cc1NS(=O)(=O)c1cccc2cccnc12,-11,-13%,-2%,-14%,3%,14%,-11%,47%,-4.9
CC(C)c1ccc(Nc2ncc3c(n2)CCN(C(=O)NC2CCCCC2)C3)cc1,4,6%,-7%,12%,-4%,-2%,5%,?,-0.9
CC(=O)NC1(C(F)(F)F)NC(=O)N(c2ccc(F)cc2)C1=O (stereo unspecified),-3,3%,1%,-5%,-14%,-1%,-18%,-6%,0.4
CCN(CC)CCCNC(=O)c1cc2c(=O)[nH]c3ccc(C)cc3c2s1,-9,30%[57.1 µM],-5%,4%,14%,-2%,-20%,22%,5.6
CC(C)(C)NC(=O)NC(=O)Cn1ccsc1=N,1,6%,0%,-6%,-3%,1%,0%,/,0.2
CSCCC(NC(=O)C1CCCC1)c1nnc2ccccn12 (stereo unspecified),-4,-1%,0%,/,-7%,-4%,3%,25%,2.8
O=C(COC(=O)/C=C/c1ccc(Cl)cc1)NC1CCCC1,-10,7%,-11%,-20%,-6%,-17%,-1%,-18%,-0.2
O=C(Nc1ccc([N+](=O)[O-])cc1)c1nc[nH]c1C(=O)NC1CCCCC1,?,-2%,-11%,-9%,13%,-5%,-8%,-10%,0.3
Cc1ccsc1/C=N/N=C1\C(=O)Nc2ccccc21,1,-4%,-1%,-1%,1%,4%,-12%,/,-0.3
CC1=C(C(=O)OCc2ccccc2)C(c2ccoc2)C(C#N)=C(N)O1 (stereo unspecified),?,-12%,10%,-16%,9%,-10%,-6%,8%,-1.2
Cc1cc(OCC(=O)c2ccc(C(F)(F)F)cc2)n2cnnc2n1,-6,1%,-1%,-3%,1%,-14%,-7%,13%,-2.9
Cc1ccc(C(=O)OCN2C(=O)c3ccccc3C2=O)c(O)c1,-2,5%,0%,-2%,-4%,23%,-3%,-5%,-5.9
O=C1CCC(=O)N1N1C(=O)C2C3c4ccccc4C(c4ccccc43)C2C1=O (stereo unspecified),10,-3%,2%,-2%,-1%,-21%,-7%,6%,-0.3
CC(C)=CC(=O)O[C@@H]1Cc2c(ccc3ccc(=O)oc23)OC1(C)C,7,-3%,8%,-1%,-14%,-2%,-8%,27%,-0.2
COCCN(C(=O)c1csnn1)C(C(=O)NC(C)(C)C)c1cccc(OC)c1 (stereo unspecified),-1,-3%,2%,17%,0%,-2%,-8%,11%,1.5
Cc1ccc(OCC(=O)N2CCc3ccccc3C2)cc1C,2,-6%,9%,-5%,-2%,0%,-3%,-8%,-0.5
COCCN1C(=O)c2ccc(C(=O)Nc3cccnc3)cc2C1=O,2,-20%,2%,0%,8%,0%,-2%,/,3.7
OCC1OC(n2cnc3c(N4CCCC4)ncnc32)C(O)C1O (stereo unspecified),8,-8%,-11%,-6%,11%,-11%,0%,-8%,-2.0
O=S(=O)(NCC1CN(S(=O)(=O)c2ccc3c(c2)OCCO3)C1)c1c(F)cccc1F,/,/,/,-14%,-13%,33%[activator],/,13%,-0.4
c1cc(-c2ccoc2)n2ccnc2c1,-13,-24%,0%,2%,15%,2%,-19%,-13%,-0.2
CC(=O)Oc1ccccc1Cn1c(C)c(C(=O)NCc2ccc(Cl)c(Cl)c2)sc1=O,6,-10%[57.1 µM],25%,10%,1%,-6%,0%,?,-0.5
